Screening results (PubChem BioAssay)
USP1-UAF1 inh: Inhibitors of USP1/UAF1: Primary Screen | 0.23% of 390,000 active | AID 743255, 2014 | recombinant USP1/UAF1, Ub-Rhodamine cleavage fluorescence | Ubiquitin carboxyl-terminal hydrolase 1 (Homo sapiens), O94782 | Potency, µM (titrated, usually from 57.1 µM), inactives show at the top dose activity change, negative = inhibition, most hits filed as inhibitors; also: potency is read from the fitted curve at half-maximal effect; % is scaled to controls: 0 for no effect and ±100 for the full control effect; nearly all actives have a fitted effect of over 60% in size; inactives centre near -12
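In this screen, compounds sit with the deubiquitinase complex (1nM) for 15 min at room temperature before Ub-Rho is added at 150nM final. Fluorescence rise is then followed for 6 reads every 60 seconds.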
PI4K2A block: qHTS for small molecular inhibitors of PI4K2A | purified PI4K2A, ADP-Glo luminescence, 1 h; hits give low values | activity change, negative = inhibition, % at 76.9 µM | 0.13% of 420,000 active; in the data active = activity change below about -50%; inconclusive = mostly about -30% to -49%;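 also: -100% = wells without enzyme as full effect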
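ADP-Glo luminescence measured ADP generated by PI4K2A enzyme (4 ug/mL before mixing) with 1.2 mM PI substrate (pre-mix) and 300 microM ATP (pre-mix). Tris pH7.5 buffer with MgCl2, Triton X-100; 1 h reaction at ambient temperature.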
IDH1 R132H inh: qHTS for Inhibitors of mutant isocitrate dehydrogenase 1 (IDH1): qHTS; IDH1-R132H enzyme, NADPH consumption, diaphorase/resazurin fluorescence; Potency, µM (titrated, usually from 76.6 µM), without a hit: top-dose activity change, negative = inhibition, hits mostly inhibitors; 0.093% of 390,000 active; also: potency is read from the fitted curve at half-maximal effect; % is scaled to controls: 0 for no effect and ±100 for the full control effect; nearly all actives have a fitted effect of over 65% in size
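IDH1-R132H (0.5 ug/mL dispensed) in pH 7.5 Tris buffer was preincubated 30 min with compound, then given a substrate mix of 0.016 mM NADPH and 2 mM alpha-KG for 80 min at room temperature; remaining NADPH was read by diaphorase/resazurin fluorescence.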
HP1b binding inh: HTS for Inhibitors of HP1-beta Chromodomain Interactions with Methylated Histone Tails. Chromobox protein homolog 1 (Homo sapiens), P83916. AlphaScreen HP1-beta / biotin-H3K9me3 peptide binding. Potency, µM (highest dose often 114 µM), for inactives: top-dose activity change, negative = inhibition, actives largely listed as inhibitors. 0.56% of 390,000 active. AID 540317, 2011; also: potency is read from the fitted curve at half-maximal effect; nearly all actives have a fitted effect of over 70% in size; inactives centre near 23
Target sequence (P83916 whole entry, looked up): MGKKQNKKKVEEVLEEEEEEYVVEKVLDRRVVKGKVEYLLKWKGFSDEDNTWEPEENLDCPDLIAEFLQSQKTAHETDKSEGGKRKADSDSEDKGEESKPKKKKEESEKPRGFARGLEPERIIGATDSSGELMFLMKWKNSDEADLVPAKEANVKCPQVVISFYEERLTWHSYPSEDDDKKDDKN
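AlphaScreen: HP1-beta (50 nM) preformed 30 min with biotin-H3(1-18)K9me3 peptide (50 nM) in PBS pH 7.4, 0.01% Tween-20. Compound added for 30 min at RT, then streptavidin donor/nickel chelate acceptor beads (10 ug/mL) for 30 min.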
Pin1 inhibitor: qHTS Assay to Find Inhibitors of Pin1. Peptidyl-prolyl cis-trans isomerase NIMA-interacting 1 (Homo sapiens), Q13526. Pin1 FP peptide displacement, HiFluor488, 10 min. Potency, µM (top dose mostly 115 µM), for inactives: at the top dose activity, negative = inhibition, usual class: inhibitors. 0.009% of 390,000 active; active = well fitted inhibition curve with a large enough effect in the polarisation, with a control signal flat, not every such curve was filed as active; inconclusive = small, poorly fitted or top-dose-only effect, or effect the other way, or a change in a side signal; inactive = no such curve, though single readings can be large or run the other way; the % refers to the polarisation; also: potency is read from the fitted curve at half-maximal effect; % is scaled to controls: 0 for no effect and ±100 for the full control effect
Target sequence (Q13526 whole entry, looked up): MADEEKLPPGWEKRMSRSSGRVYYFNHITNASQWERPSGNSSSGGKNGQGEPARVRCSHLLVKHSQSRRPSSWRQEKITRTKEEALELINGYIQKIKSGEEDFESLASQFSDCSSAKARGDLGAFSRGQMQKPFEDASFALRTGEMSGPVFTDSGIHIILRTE
rTrxR1 inhibitor: qHTS Assay for Inhibitors of Mammalian Selenoprotein Thioredoxin Reductase 1 (TrxR1): qHTS; 1% of 390,000 active; recombinant rTrxR1, NADPH fluorescence consumption, selenite substrate; Thioredoxin reductase 1, cytoplasmic (Rattus norvegicus), O89049; Potency, µM (doses to about 114 µM), for the others: at the highest dose activity change, negative = inhibition, usual class: inhibitors; also: potency is read from the fitted curve at half-maximal effect; % is scaled to controls: 0 for no effect and ±100 for the full control effect; nearly all actives have a fitted effect of over 65% in size
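Rat TrxR1 (90 nM in the dispensed reagent) was pre-reduced with 400 uM NADPH for 5 min at room temperature, then incubated with compound for 15 min. After 400 uM selenite was added, NADPH fluorescence (Ex 340/Em 450 nm) was followed for 8 min.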
PGK inhibitor: qHTS Assay to Find Inhibitors of Phosphoglycerate Kinase; AID 602233, 2012; PGK/GAPDH coupled, Kinase-Glo luminescence, 60 min; 0.043% of 380,000 active; Potency, µM (highest dose often 57.5 µM), inactives show at the top dose activity change, negative = inhibition, most hits filed as inhibitors; also: potency is read from the fitted curve at half-maximal effect; % is scaled to controls: 0 for no effect and ±100 for the full control effect; nearly all actives have a fitted effect of over 60% in size
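Recombinant glycosomal PGK reaction used 1,3-bisphosphoglycerate generated in-well by GAPDH (100nM final) in 100mM TEA pH 7.6, 5mM MgCl2, 0.01% Tween-20. After 60 minutes at room temperature, ATP was read by Kinase-Glo Plus luminescence end-point.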
GLS inhibitor: qHTS for Inhibitors of Glutaminase (GLS); Glutaminase kidney isoform, mitochondrial (Homo sapiens), O94925; GLS enzymatic activity, qHTS titration; Potency, µM (highest dose often 45.5 µM), for inactives: top-dose activity change, negative = inhibition, usual class: inhibitors; 0.21% of 410,000 active; AID 624170, 2012; also: potency is read from the fitted curve at half-maximal effect; % is scaled to controls: 0 for no effect and ±100 for the full control effect
Target sequence (O94925 whole entry, looked up, canonical isoform): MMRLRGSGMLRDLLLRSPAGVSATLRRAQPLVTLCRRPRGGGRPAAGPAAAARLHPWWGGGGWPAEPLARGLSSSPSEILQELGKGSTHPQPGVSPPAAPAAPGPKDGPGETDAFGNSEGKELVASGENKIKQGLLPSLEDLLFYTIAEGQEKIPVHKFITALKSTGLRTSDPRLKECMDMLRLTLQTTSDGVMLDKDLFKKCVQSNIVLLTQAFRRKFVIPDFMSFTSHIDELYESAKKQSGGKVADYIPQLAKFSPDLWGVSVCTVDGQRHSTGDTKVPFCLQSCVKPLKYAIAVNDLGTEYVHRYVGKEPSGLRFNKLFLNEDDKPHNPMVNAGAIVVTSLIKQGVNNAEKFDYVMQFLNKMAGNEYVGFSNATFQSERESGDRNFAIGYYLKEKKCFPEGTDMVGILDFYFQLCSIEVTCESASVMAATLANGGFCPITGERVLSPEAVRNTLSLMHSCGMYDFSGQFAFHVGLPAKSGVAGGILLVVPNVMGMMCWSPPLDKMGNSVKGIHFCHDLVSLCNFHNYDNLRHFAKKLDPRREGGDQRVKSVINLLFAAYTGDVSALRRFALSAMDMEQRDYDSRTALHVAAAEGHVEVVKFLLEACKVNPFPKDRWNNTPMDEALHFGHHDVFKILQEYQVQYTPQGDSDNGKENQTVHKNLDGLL
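Human kidney-isoform GLS in 45 mM KH2PO4 pH 8.2, 0.02% Tween-20, with compound, started with 1mM L-Glutamine (added stock). Glutamate oxidase/HRP/Amplex red coupled fluorescence read at start and after 30 min at RT.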
TrxR1 substrate: qHTS Assay for Substrates of Mammalian Selenoprotein Thioredoxin Reductase 1 (TrxR1): qHTS; Potency, µM (top dose mostly 114 µM), without a hit: at the highest dose activity change, negative = substrate turnover; purified TrxR1 substrate turnover, NADPH consumption readout; 0.01% of 390,000 active; also: potency is read from the fitted curve at half-maximal effect; % is scaled to controls: 0 for no effect and ±100 for the full control effect; nearly all actives have a fitted effect of over 50% in size
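Rat TrxR1, dispensed at 90 nM, was prereduced with 400 uM NADPH (final) for 5 min at ~22 deg C, then incubated with compound 15 min before 400 uM selenite. A first-read NADPH fluorescence drop versus no-compound background flagged substrates.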
* hit, by the source's call; i = inactive; ? = inconclusive; [ ] = remark or other dose. Unless noted, calls follow the shape of the dose curve; as a rule, active = well fitted curve in the direction sought with a large enough effect; inconclusive = small, poorly fitted or top-dose-only effect, or another doubt; inactive = no such curve, though single readings can be large; an effect the other way counts as inactive or inconclusive.

PI4K2A block,PGK inhibitor,rTrxR1 inhibitor,HP1b binding inh,Pin1 inhibitor,IDH1 R132H inh,USP1-UAF1 inh,GLS inhibitor,TrxR1 substrate,Molecule
-6,i,17%,4%,?,-2%,-16%,2%,-6%,CCN1CCN(c2ccc(S(=O)(=O)N3CCOCC3)cc2NC(=O)c2ccc(OCC(C)C)cc2)CC1
-3,-6%,-6%,53%[activator],1%,-2%,-18%,-1%,-5%,COc1ccc(NC(=O)C2CCCN2C(=O)NCc2ccccc2)c(OC)c1 (centres undefined)
1,-6%,29%,36%[activator],1%,3%,-17%,-4%,9%,Cc1c(N(C)S(=O)(=O)c2ccc(Cl)c(C(=O)NCC(C)(C)N3CCOCC3)c2)c(=O)n(-c2ccccc2)n1C
-2,i,-7%,9%,?,8%,?,-7%,-5%,C=CCn1cc(/C=N/NC(=O)COc2cccc3cccnc23)c2ccccc21
2,1%,11%,22%,1%,20%,-11%,-13%,29%,CCOc1ccccc1-n1c(N)c(C(=O)OC)c2nc3ccccc3nc21
-2,-4%,-1%,-1%,-6%,1%,-14%,12%,4%,O=C(NC(=S)NCc1cccnc1)c1ccccc1
8,-8%,-2%,39%,-6%,-2%,-24%,6%,-3%,O=C(CSc1nnnn1-c1ccc(Cl)cc1)NNC(=O)c1ccc([N+](=O)[O-])cc1
-5,-8%,-3%,14%,1%,7%,-8%,12%,1%,CC(=O)OC1(C(F)(F)F)Oc2ccccc2NC1=O (centres undefined)
2,-4%,14%,9%,5%,-2%,-14%,0%,2%,COc1ccccc1NC(=O)C1=C(C)Nc2nc(SCc3ccccc3Cl)nn2C1c1ccncc1 (centres undefined)
5,-9%,-10%,3%,4%,1%,-13%,-6%,-2%,CC(=O)Nc1ccc(S(=O)(=O)NCC(=O)OC(C)c2ccccc2Cl)cc1 (centres undefined)
3,-3%,13%[57.1 µM],33%,0%,7%,-11%,1%,2%,Cn1cc(CCC(=O)N2CCCC(C(=O)c3ccc(C(C)(C)C)cc3)C2)cn1 (centres undefined)
5,1%,5%,25%,14%,0%,-15%,9%,-7%,COc1ccc(NS(=O)(=O)c2ccc(NC(=O)c3ccc(N(C)S(C)(=O)=O)cc3)cc2)cc1
0,-7%,10%,20%,?,3%,-26%,-1%,-4%,NC(=O)CC(NC(=O)Cc1ccc(Br)cc1)c1ccc(NCCc2ccccc2F)c([N+](=O)[O-])c1 (centres undefined)
13,i,8%,-7%,0%,9%,-22%,32%[activator],-1%,COc1ccc(-c2nnc(SCc3ccccn3)n2C)cc1
3,-7%,12%[57.1 µM],43%[activator],-1%,7%,0%,-5%,4%[57.1 µM],COc1cc(OC)c(NC(=O)CCn2cccn2)cc1Cl

Profiles, quoted from the list.
Entry for CC(=O)Nc1ccc(S(=O)(=O)NCC(=O)OC(C)c2ccccc2Cl)cc1 (centres undefined) → PI4K2A block: 5; PGK inhibitor: -9%; rTrxR1 inhibitor: -10%; HP1b binding inh: 3%; Pin1 inhibitor: 4%; IDH1 R132H inh: 1%; USP1-UAF1 inh: -13%; GLS inhibitor: -6%; TrxR1 substrate: -2%
Entry for O=C(CSc1nnnn1-c1ccc(Cl)cc1)NNC(=O)c1ccc([N+](=O)[O-])cc1 → PI4K2A block: 8; PGK inhibitor: -8%; rTrxR1 inhibitor: -2%; HP1b binding inh: 39%; Pin1 inhibitor: -6%; IDH1 R132H inh: -2%; USP1-UAF1 inh: -24%; GLS inhibitor: 6%; TrxR1 substrate: -3%

Other structures
PI4K2A block,PGK inhibitor,rTrxR1 inhibitor,HP1b binding inh,Pin1 inhibitor,IDH1 R132H inh,USP1-UAF1 inh,GLS inhibitor,TrxR1 substrate,Molecule
2,-7%,26%[57.1 µM],7%[57 µM],-4%,-14%,-8%,-9%,1%[57.1 µM],CCc1nnc(NC(=O)CSc2nccn2Cc2ccccc2)s1
13,-10%,-15%,-2%,3%,1%,-18%,-15%,-2%,COc1cccc(-c2nc(CS(=O)(=O)CC(=O)NC3CCC(C)CC3)c(C)o2)c1 (centres undefined)
3,i,27%[57.1 µM],-18%,4%,15%,-16%,-7%,-15%[57.1 µM],O=c1[nH][nH]c(=O)c2c(NS(=O)(=O)c3ccccc3)cccc12
-3,-9%,-11%,1%,0%,13%,-4%,14%,1%,CNC(=S)Nc1ccc(C)cc1
4,i,18%[57.1 µM],-14%,-3%,3%,-23%,-8%,14%[57.1 µM],CSC(=S)N/N=C/c1c[nH]c2ccccc12
-5,-6%,5%,22%[57 µM],2%,1%,-14%,28%,2%,Cc1cc(C(=O)N2CCCC(Nc3ccccc3)C2)c2ccc(F)cc2n1 (centres undefined)
-11,-9%,12%,51%[activator],0%,18%,-16%,0%,7%,Cc1cn2c(=O)cc(COc3cc(C)c(Cl)c(C)c3)nc2s1
-5,-2%,7%[57.1 µM],19%,1%,3%,-18%,-15%,4%[57.1 µM],CC(C)CCNC(=O)CN(Cc1ccc(F)cc1)C(=O)CCC(=O)Nc1ccccn1
-4,-15%,-23%,-20%,-6%,1%,-4%,-13%,-9%,O=C(COC(=O)c1ccc(Br)o1)Nc1ncc([N+](=O)[O-])s1
-2,-6%,-6%,22µM*,?,0%,-26%,-16%,-5%,O=C(O)CCCNc1cc(N2CCN(C3CCCCC3)CC2)c2noc3c2c1C(=O)c1ccccc1-3
0,-13%,1%,52%[activator],-1%,6%,-22%,?,2%,CCOC(=O)C1CCCN(Cc2c(C(=O)N3CCCCC3)nc3c(C)cccn23)C1 (centres undefined)
1,-10%,30%,31%,2%,-3%,-21%,-2%,6%,O=C(CN1C(=O)c2ccccc2C1=O)NCC(=O)OCC(=O)c1cccc([N+](=O)[O-])c1
5,i,-9%,56%[activator],-7%,-2%,-2%,2%,-9%,O=C(NCCCN1CCOCC1)c1c(O)c2ccccc2[nH]c1=O
-4,-7%,3%,15%,4%,14%,-18%,4%,-3%,CC(C)=CC(=O)OCC(=O)Nc1ccc(Cl)cn1
2,3%,-3%,28%,-10%,-4%,-15%,-7%,1%,Cc1c(NC(=O)CN2C(=O)NC(C)(c3ccc4c(c3)OCCO4)C2=O)c(=O)n(-c2ccccc2)n1C (centres undefined)

Continuation:
PI4K2A block,PGK inhibitor,rTrxR1 inhibitor,HP1b binding inh,Pin1 inhibitor,IDH1 R132H inh,USP1-UAF1 inh,GLS inhibitor,TrxR1 substrate,Molecule
4,1%,9%[11.4 µM],37%,-1%,13%,-16%,-1%,4%[11.4 µM],N#C/C(=C\c1ccc2c(c1)OCO2)C(=O)NCc1ccco1
4,-1%,19%,107%[activator],-2%,10%,-19%,1%,-7%,Cc1ccc(OCc2cc(C(=O)N(C)CCc3ccccc3)no2)cc1C
-1,-3%,4%[57.1 µM],19%,-9%,8%,-26%,2%,-3%[57.1 µM],COc1ccc(CNC(=O)/C=C/c2ccc(S(=O)(=O)N3CCOCC3)cc2)cc1
-4,2%,16%,20%,-1%,-5%,-5%,0%,2%,Cc1cccc(C(=O)NC2CC3CCCC(C2)N3Cc2ccccc2)c1 (centres undefined)
-6,0%,-7%,41%[activator],-2%,5%,-7%,10%,-10%,Cc1cc(C)c(C)c(OCC(=O)O/N=C(\N)c2cccnc2)c1
1,i,-11%,18%,1%,5%,-5%,-9%,-6%,COCCNc1nnc(SCC(=O)N2CCN(S(=O)(=O)c3ccccc3)CC2)s1
5,-5%,?,-61%,1%,0%,-1%,3%,-5%,O=[N+]([O-])c1ccc(S(=O)(=O)N2CCN(Cc3c[nH]c4ccccc34)CC2)cc1
-1,-3%,7%,50%[activator],2%,1%,-4%,?,2%,CN(Cc1ccccc1)C(=O)C1CCN(S(C)(=O)=O)CC1
0,-10%,-5%,22%,4%,16%,-7%,1%,8%,CCCCN(C)CCNC(=O)Cn1ncc2c([nH]c3ccccc32)c1=O
-3,-8%,8%,26%,-8%,3%,-23%,2%,2%,Cc1ccc(N2C(=O)CSC23C(=O)Nc2ccccc23)cc1 (centres undefined)
0,i,6%,35%,1%,1%,-23%,-4%,1%,COc1ccc(CN2CCC(CO)(Cc3cccc(C(F)(F)F)c3)CC2)cc1Cn1cccn1
0,0%,-5%,32%,0%,0%,-5%,13%,30%,Cc1ccc(-n2nc(C)c3c(C(=O)Nc4ccc(C)cc4Cl)cc(C)nc32)cc1
-2,-6%,-3%[57.1 µM],13%,-11%,1%,1%,-1%,7%[57.1 µM],Cc1ccc(NC(=S)N(CCCN2CCC(C)CC2)Cc2ccco2)cc1C
-4,0%,22%,25%,2%,-2%,-21%,1%,16%,CCn1cc(C(=O)N[C@H](C(=O)NCCCO)C(C)C)c(=O)c2cc3c(cc21)OCO3
2,-12%,-36%,22%,7%,-5%,-16%,0%,-12%,Cc1ccc(/C=C(\NC(=O)c2ccccc2)C(=O)NCCc2ccccn2)o1
-5,2%,3%,25%,7%,-9%,-30%,-10%,25%,CCc1ccccc1Nc1nn2c(=O)c3ccc(C(=O)NCc4ccc(C)cc4)cc3nc2s1

An excerpt; rates above refer to the full screens.
